Compound activity deposited in PubChem by National Center for Advancing Translational Sciences (NCATS).
S3 lipid droplet – qHTS Assay for Lipid Storage Modulators in Drosophila S3 Cells; Drosophila S3 cells, BODIPY lipid droplet fluorescence, 18-24 h; cells fed with added oleic acid; lipid storage change, negative = inhibition, % at the top dose, mostly 46.1 µM; hits show Potency in µM; hit rate 0.64% among 320,000; AID 2685; active = well fitted inhibition curve with a large enough effect in the signal ratio, with a control signal flat, not every such curve was filed as active; inconclusive = small, poorly fitted or top-dose-only effect, or effect the other way, or a change in a side signal; the % refers to the signal ratio
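Laser-scanning cytometry quantifies lipid droplet accumulation (500–530 nm total intensity; droplet/cell object ratio) in oleic acid-fed (400 uM added) Drosophila S3 cells treated with a concentration series. 20 uM Triacsin C defined 100% inhibition.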
S3 lipid droplet cell count max – also measured in S3 lipid droplet; calls as there; cell number change, %; measured here: cell count max response;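 cells counted by Cell Tracker Red CMTPX staining in the red channel; peak over a dose series mostly up to 46.1 µM; percent activity relative to internal control wells on each plate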
* marks the source's active call; other numbers are inactive results; i = inactive; ? = inconclusive; / = no result given. % is set by controls: 0 for no effect and ±100 for the full control effect; potency is the fitted concentration of half-maximal effect. This is a subset; count on the stated rates, not on these rows.

S3 lipid droplet | S3 lipid droplet cell count max | canonical_smiles
-1% | -1 | O=C(NCCC1=CCCCC1)C1CCN(S(=O)(=O)N2CCCC2)CC1
? | / | CCOC(=O)N1CCN(c2ncnc3c2[nH]c2ccc(F)cc23)CC1
? | / | COc1ccc(NC(C)C(=O)Nc2ccc(C(C)(C)C)cc2)cc1Cl (centres undefined)
? | / | O=C(COC(=O)Cc1cccc(C(F)(F)F)c1)NC1CC1
? | / | CN1C(=O)C(CC(=O)Nc2ccc(F)cc2)N(NC(=O)c2cccc(F)c2)C1=S (centres undefined)
? | / | O=S(=O)(Nc1ccc(N2CCOCC2)cc1)c1c(F)cc(F)cc1Br
? | / | CCc1ccccc1NC(=O)C1CCCN(c2ncccn2)C1 (centres undefined)
? | / | CCOc1ccc(NC(=O)C(=O)NCCCn2ccnc2)cc1
? | / | CC(=O)C1=C(O)C(=O)N(c2ccc(O)cc2)C1c1ccc(F)cc1 (centres undefined)
1% | 22 | Nc1ccn([C@@H]2CS[C@H](CO)O2)c(=O)n1
15% | 24 | Cc1ccccc1C(=O)NC(C)C(c1cccs1)N1CCOCC1 (centres undefined)
? | / | CCOC(=O)N1CCN(C(=O)c2ccc(NS(=O)(=O)c3ccc(C)cc3)cc2)CC1
? | / | Cc1ccc(S(=O)(=O)NC(CC(C)C)C(=O)N2CCC(C)CC2)cc1 (centres undefined)
? | / | Cc1ccc2c(cnn2C(=O)CCC(=O)NCc2cccc(Cl)c2)c1
? | / | O=C1c2cccnc2C(=O)N1Cc1ccco1
i | -3 | COC(=O)c1c(C)c2c(C)cc3ccccn3c-2c1C(=O)OC
i | 18 | CCOc1cccc2cc(-c3cn4cc(C)ccc4n3)c(=O)oc12
29% | 2 | CCc1ccc(OCc2nnc(SCC(=O)N3CCOCC3)o2)cc1
? | / | CNC(=O)C(NC(=O)Nc1ccc(C)cc1)C(C)(C)C (centres undefined)
-4% | 0 | COc1cccc(-n2sc3c(c2=S)-c2cc(OC)ccc2NC3(C)C)c1
i | 3 | CC(C)(C)OC(=O)N1Cc2ccccc2C[C@H]1C(=O)NCC(=O)NC1CCCCC1
? | / | CCOC(=O)c1cn(-c2ccc(F)c(F)c2)c2c(F)c(F)c(F)c(F)c2c1=O
11% | -2 | Cc1ccc2c(C)c(C(=O)N(Cc3ccc(F)cc3)C3CCS(=O)(=O)C3)oc2c1 (centres undefined)
? | / | C=CCn1c(SCC(=O)NC2CCCC2)nnc1-c1cccnc1
? | / | O=C(Nc1cccc(S(=O)(=O)NC2=NCCC2)c1)c1ccccc1OC(F)F

Copied from the entries so far, 5 compounds:
S3 lipid droplet | S3 lipid droplet cell count max | canonical_smiles
i | 3 | CC(C)(C)OC(=O)N1Cc2ccccc2C[C@H]1C(=O)NCC(=O)NC1CCCCC1
? | / | CCOC(=O)c1cn(-c2ccc(F)c(F)c2)c2c(F)c(F)c(F)c(F)c2c1=O
11% | -2 | Cc1ccc2c(C)c(C(=O)N(Cc3ccc(F)cc3)C3CCS(=O)(=O)C3)oc2c1 (centres undefined)
? | / | C=CCn1c(SCC(=O)NC2CCCC2)nnc1-c1cccnc1
? | / | O=C(Nc1cccc(S(=O)(=O)NC2=NCCC2)c1)c1ccccc1OC(F)F

Shown with each value named: four of the compounds above.
CNC(=O)C(NC(=O)Nc1ccc(C)cc1)C(C)(C)C (centres undefined)
  S3 lipid droplet: ?; S3 lipid droplet cell count max: /

COc1cccc(-n2sc3c(c2=S)-c2cc(OC)ccc2NC3(C)C)c1
  S3 lipid droplet: -4%; S3 lipid droplet cell count max: 0

CC(C)(C)OC(=O)N1Cc2ccccc2C[C@H]1C(=O)NCC(=O)NC1CCCCC1
  S3 lipid droplet: i; S3 lipid droplet cell count max: 3

CCOC(=O)c1cn(-c2ccc(F)c(F)c2)c2c(F)c(F)c(F)c(F)c2c1=O
  S3 lipid droplet: ?; S3 lipid droplet cell count max: /

(list continues)
S3 lipid droplet | S3 lipid droplet cell count max | canonical_smiles
i | 13 | COc1ccc(OC)c(CCNC(=O)CCCC(=O)n2ncc3cc(C)ccc32)c1
? | / | CCOc1ccc(N(CC(=O)NC2CCCCC2)C(=O)CCC(=O)Nc2nc(C)cs2)cc1
i | -2 | CC(C)c1ccc(NC(=O)C(c2ccc3c(c2)OCO3)N2CCC3(CC2)OCCO3)cc1 (centres undefined)
? | / | CCOC(=O)c1sc(-c2cccc([N+](=O)[O-])c2)cc1N
9% | 8 | Cc1ccc(Cn2c(=O)cc(C(=O)O)c3ccccc32)cc1
i | 6 | CCCOc1ccc(CN(CCO)CCO)cc1[N+](=O)[O-]
? | / | CCOC(=O)c1ccc(NC(=O)CSc2nnc(Cc3cccs3)n2C)cc1
? | / | CC(=O)N1c2ccc(S(=O)(=O)N3CCC(C(=O)Nc4cccc(C(F)(F)F)c4)CC3)cc2CC1C (centres undefined)
? | / | COc1cc(SC#N)ccc1N=Cc1c(C)[nH]n(-c2ccc(Cl)cc2)c1=O
? | / | CCCc1nnc(NC(=O)CCC(=O)N2CCN(Cc3ccc(F)cc3)CC2)s1
18% | / | Cc1nn(Cc2cccc(C(=O)N3CCCC(C)C3)c2)c(C)c1[N+](=O)[O-] (centres undefined)
i | 24 | COc1ccc(/C=C(\NC(=O)c2ccccc2)C(=O)NCc2ccco2)cc1
? | / | O=C(CSc1cn(Cc2ccccc2)c2ccccc12)Nc1nccs1
? | / | Cc1cccc(NC(=O)c2cnn(C)c2)c1C
7% | -2 | O=C(c1cccnc1)N1N=C2CCCCCC2C1(O)C(F)(F)F (centres undefined)
? | / | COc1ccc(CSC2=NCCN2)cc1Cl
9% | -6 | O=C(Nc1nc(-c2cc3ccccc3oc2=O)cs1)c1ccc(Br)o1
-3% | -4 | Cc1nnc(SCC(=O)N/N=C/c2cn(-c3ccccc3)nc2-c2ccccc2)n1-c1ccccc1
? | / | Cc1nn(-c2ccccc2)c(Cl)c1/C=N/NC(=O)c1ccco1
-1% | -4 | Cc1cccc(-c2onc3ccc(C(=O)/C=C/N(C)C)cc23)c1
5% | 5 | O=C(NC1CC1)C1CCN(C2CCN(C(=O)/C=C/c3ccc(F)cc3)CC2)CC1
? | / | CCn1c(C)c(C2=CCN(S(=O)(=O)c3ccccc3)CC2)c2ccccc21
16% | 2 | COc1ccccc1CNCc1cc(=O)oc2c(C)c(C)ccc12
10% | -5 | CCOC(=O)c1sc(NC(=O)C2CC=CCC2C(=O)O)nc1C (centres undefined)
7% | 10 | CCCC(C)C(=O)Nc1ccncc1 (centres undefined)

The final five records of the section above open the next one.
S3 lipid droplet | S3 lipid droplet cell count max | canonical_smiles
5% | 5 | O=C(NC1CC1)C1CCN(C2CCN(C(=O)/C=C/c3ccc(F)cc3)CC2)CC1
? | / | CCn1c(C)c(C2=CCN(S(=O)(=O)c3ccccc3)CC2)c2ccccc21
16% | 2 | COc1ccccc1CNCc1cc(=O)oc2c(C)c(C)ccc12
10% | -5 | CCOC(=O)c1sc(NC(=O)C2CC=CCC2C(=O)O)nc1C (centres undefined)
7% | 10 | CCCC(C)C(=O)Nc1ccncc1 (centres undefined)
? | / | Cc1ccc2nc(SCC(=O)Nc3cc(C)on3)c(C)cc2c1
? | / | COC(=O)c1c(-c2ccco2)csc1NC(=O)C1CC=CCC1C(=O)O (centres undefined)
-21% | -22 | CCN(CC)c1ccc(NC(=O)Nc2ccccc2C(F)(F)F)cc1
? | / | CCCCc1nnc(NC(=O)c2ccc(S(=O)(=O)N3CCOCC3)cc2)s1
? | / | COc1ccc(N2CCN(C(CNC(=O)CC(C)(C)C)c3ccc4c(c3)OCO4)CC2)cc1 (centres undefined)
? | / | Cc1cccc(C)c1N(C(=O)c1ccco1)C(C(=O)NC1CCCC1)c1ccncc1 (centres undefined)
-3% | 7 | CC(Sc1nc2ccccc2s1)C(=O)NC1CCCc2ccccc21 (centres undefined)
? | / | CC(C)(CCl)C(=O)Nc1ccc(C(F)(F)F)cc1
-6% | 15 | COc1ccc(Cl)c(NC(=O)Nc2c(C)n(-c3ccccc3)c(=O)n2C)c1
? | / | CCC(C)N(C(=O)Cn1nnc(-c2ccc(Cl)cc2)n1)C1CCS(=O)(=O)C1 (centres undefined)
26% | / | Cc1cc(Br)ccc1OCCCCNCCO
14% | -20 | CCCCNS(=O)(=O)c1ccc2nc(-c3cccs3)cc(C(=O)NCC(OC)OC)c2c1
? | / | O=[N+]([O-])c1cc(S(=O)(=O)N2CCCCC2)ccc1NCCN1CCOCC1
-4% | -13 | CCOC(=O)c1cc(NC(=O)N2CCCc3ccccc32)c(C)nc1C
8% | 9 | Cn1c(CCN2CCN(c3ccccn3)CC2)nc2cc(NS(=O)(=O)c3ccccc3)ccc21
3% | -6 | Cc1ccc(NC(=S)NCc2cccnc2)cc1
? | / | Cc1cccc(C(=O)Nc2cccc(C(=O)N/N=C/c3ccncc3)c2)c1
-1% | -9 | Cc1ccccc1NC(=O)c1cc2c(C)nc3ccccc3c2o1
? | / | Cc1nn(C)c(C)c1S(=O)(=O)N1CCCC(C(=O)NCC2COc3ccccc3O2)C1 (centres undefined)
8% | 11 | COc1cccc(CC2(CO)CCN(S(=O)(=O)N(C)C)CC2)c1
-16% | -23 | Cc1ccc(S(=O)(=O)Nc2ccc3nc(C)sc3c2)cc1
11% | 13 | Cn1ccc(NC(=O)Nc2cccc([N+](=O)[O-])c2)n1
? | / | CC(C)Oc1c(Cl)cc(CNC(C)(C)CO)cc1Cl
? | / | CCOC(=O)c1nn(-c2ccc(F)cc2)c(=O)c(C#N)c1C
-12% | -9 | COc1cccc2[nH]c3c(=O)[nH]cnc3c12
? | / | O=C(NC1CCCCCC1)C1CCN(C(=O)Cc2ccccc2)CC1
-13% | -12 | C=CCNC(=O)CCCCCNS(=O)(=O)c1ccc(OC)cc1
i | 3 | CCOc1ccc(Oc2ccccc2NS(=O)(=O)c2ccc(CCC(=O)O)cc2)cc1
? | / | CC(=O)Nc1ccc(OCC(=O)N(CC(C)C)C2CCS(=O)(=O)C2)cc1 (centres undefined)
? | / | CCc1cccc(NC(=O)c2ccc(NS(=O)(=O)c3c(C)noc3C)cc2)c1
11% | 14 | O=C(NCc1cccs1)C1CCN(S(=O)(=O)c2cccc([N+](=O)[O-])c2)CC1
i | / | CCCCOc1cccc(C2/C(=C(/O)c3ccc4c(c3)CC(C)O4)C(=O)C(=O)N2CCN2CCOCC2)c1 (centres undefined)
i | / | COCCCn1c2nc3ccccc3nc2c2c(=O)n(Cc3cccs3)cnc21
4% | 1 | COCCCN(C(=O)c1ccc2ccccc2n1)c1c(N)n(Cc2ccccc2)c(=O)[nH]c1=O
? | / | CC(C)(C)OC(=O)N1Cc2ccccc2C[C@H]1C(=O)NCC(=O)NC1CCCC1
? | / | S=C(NCc1ccncc1)Nc1cccc(Cl)c1
? | / | C/C(=N\Nc1nc(C)c(C)s1)c1ccc([N+](=O)[O-])cc1
i | 19 | COCCNC(=O)CCC1CCN(Cc2ccc(-c3ccccc3)cc2)CC1
? | / | CCC1(C)Cc2c(C#N)c(N)n(N)c(=S)c2CO1 (centres undefined)
10% | 15 | Cc1cc(C)c2c(=O)cc(C(F)(F)F)oc2n1
? | / | N#CCSc1nnc2sc3ccccc3n12
? | / | O=C(COC(=O)CC(c1ccccc1)c1ccccc1)Nc1ccc(F)c(F)c1
? | / | COc1ccc(NC(=O)NNC(=O)CCc2ccc(O)c(O)c2)cc1OC
-13% | -13 | O=C(Oc1cccc(Nc2ncnc3ccccc23)c1)c1cccnc1
? | / | CCCc1c(C)[nH]c2ccccc2c1=O
-2% | 9 | CC(C)c1ccc(C2c3[nH]c4ccccc4c3C[C@H]3C(=O)N(c4ccccc4C(=O)N4CCC[C@@H]4C(=O)O)C(=O)N23)cc1 (some centres undefined)
? | / | COc1ccccc1N(CC(=O)N/N=C/c1ccc(OCC(=O)NCc2ccco2)cc1)S(=O)(=O)c1ccc(C)cc1
-15% | 18 | C=CCNC(=S)N/N=C/c1ccc(-c2ccc(OC)cc2)o1
0% | 2 | O=C(OCC(=O)N1c2ccccc2Sc2ccccc21)C1CC(=O)N(Cc2ccco2)C1 (centres undefined)
11% | 1 | N#CC1=C(Nc2ccc(Br)cc2)CCC1

A second format for 2 compounds above.
SMILES: Cc1cc(C)c2c(=O)cc(C(F)(F)F)oc2n1
- S3 lipid droplet = 10%
- S3 lipid droplet cell count max = 15
SMILES: N#CCSc1nnc2sc3ccccc3n12
- S3 lipid droplet = ?
- S3 lipid droplet cell count max = /

More structures.
S3 lipid droplet | S3 lipid droplet cell count max | canonical_smiles
? | / | O=C(CSc1nnc(-c2cccnc2)o1)Nc1ccccc1Br
-4% | / | COc1ccc(-c2csc3nc(C)nc(N4CCN(c5ccc(C(C)=O)cc5)CC4)c23)cc1OC
13% | 28 | COc1ccc(C=O)cc1CN1CCCN(Cc2ccc(Cl)cc2)S1(=O)=O
i | / | Cc1cc(NC(=O)c2ccccc2[N+](=O)[O-])ccc1Br
? | / | Cc1ccc(OCC(=O)NC(C)c2ccc(Cl)c(Cl)c2)c([N+](=O)[O-])n1 (centres undefined)
? | / | CCOC(=O)C1C(=O)NC(N2CCCCC2)=NC1c1ccco1 (centres undefined)
4% | 3 | CCn1cc(CN(C)S(=O)(=O)c2cccc([N+](=O)[O-])c2)cn1
? | / | CC(C)Sc1nnc(NC(=O)c2ccco2)s1
? | / | Cc1cccnc1NCC(O)COc1ccccc1 (centres undefined)
i | -1 | Cc1nnc(SCc2ccc(F)cc2Cl)s1
7% | -11 | COc1cc(OC)cc(C(=O)Nn2c(C)nc3ccccc3c2=O)c1
? | / | CCOc1ccc(CN(C)C(=O)c2ccc(NC(=O)CC3SC(N4CCCC4)=NC3=O)cc2)cc1 (centres undefined)
-14% | -15 | CCOC(=O)c1sc(NC(=S)NC(=O)C2CCCC2)cc1C
? | / | O=C(Cc1ccc(F)cc1)NC1CCS(=O)(=O)C1 (centres undefined)
